Screening results as filed in PubChem BioAssay.
Shiga toxin inh: blocks Shiga toxin action in Vero cells | inhibition, % at 38.7 µM | Vero cells, Shiga toxin protein synthesis inhibition reporter | 290,000 tested, 9.2% active; in the data active = inhibition mostly above about 28%, no sharp cut-off; inactive = mostly below about 43%; note: 0% is about no effect
Pf growth 48h: inhibits P. falciparum growth in the first generation, 48 h; P. falciparum luciferase growth in erythrocytes, 48 h; Potency, µM (titrated, usually from 28.7 µM), for inactives: top-dose activity change, negative = inhibition, hits mostly inhibitors; 310,000 tested, 5.9% active; AID 504832; note: potency is the fitted concentration of half-maximal effect; % is set by controls: 0 for no effect and ±100 for the full control effect
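Growth was read as firefly luciferase luminescence after a 48 h, 37 C, 5% CO2 exposure of compounds to reporter-bearing P. falciparum cultures (0.1% parasitemia, 2% hematocrit final) in Albumax-supplemented RPMI 1640.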
LmPK inh: LmPK (Leishmania mexicana) enzyme inhibition. Q27686. purified LmPK, Kinase-Glo ATP luminescence, 1 h. Potency, µM (doses to about 57.5 µM), without a hit: at the top dose activity change, negative = inhibition, actives largely listed as inhibitors. 290,000 tested, 0.37% active. AID 1721; note: potency is the fitted concentration of half-maximal effect; % is set by controls: 0 for no effect and ±100 for the full control effect
Target sequence (Q27686 whole entry, looked up): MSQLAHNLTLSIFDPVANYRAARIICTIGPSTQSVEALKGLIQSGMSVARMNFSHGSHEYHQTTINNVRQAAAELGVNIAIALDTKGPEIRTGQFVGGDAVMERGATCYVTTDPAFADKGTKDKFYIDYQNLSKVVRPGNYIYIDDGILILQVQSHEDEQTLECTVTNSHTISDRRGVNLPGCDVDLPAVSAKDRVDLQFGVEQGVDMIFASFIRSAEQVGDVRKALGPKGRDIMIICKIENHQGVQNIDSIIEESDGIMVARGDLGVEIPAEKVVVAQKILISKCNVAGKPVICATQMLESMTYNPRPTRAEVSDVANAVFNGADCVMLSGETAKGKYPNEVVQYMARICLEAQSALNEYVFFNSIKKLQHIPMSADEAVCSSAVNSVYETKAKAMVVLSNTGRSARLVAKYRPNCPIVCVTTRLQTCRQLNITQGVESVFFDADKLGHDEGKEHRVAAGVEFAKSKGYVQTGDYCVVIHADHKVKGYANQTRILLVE
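Pyruvate kinase activity monitored as ATP production (luciferase luminescence). Conditions: 0.1 nM enzyme, 0.5 mM PEP, 0.1 mM ADP, 1 h, RT; normalized against uninhibited and no-enzyme wells.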
AMA1-RON2 inh: inhibitors of Plasmodium falciparum AMA1-RON2 interaction. AID 720542. Potency, µM (titrated, usually from 58.2 µM), inactives show at the highest dose activity change, negative = inhibition, usual class: inhibitors. 360,000 tested, 0.2% active. AlphaScreen AMA1-biotinylated RON2 peptide binding;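 note: potency is the fitted concentration of half-maximal effect; 0% = vehicle wells and -100% = peptide control; nearly all actives have a fitted effect of over 45% in size; some results filed as inactive show a strong effect at the top dose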
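AMA1 (3D7) with his tag at 25 nM final met compounds first, then biotinylated RON2 peptide at 25 nM; detection used donor plus acceptor beads, 10 µg/mL apiece, read by AlphaScreen after 30 min at room temperature.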
Pf growth 96h: P. falciparum growth inhibition at 96 hours; Potency, µM (top dose mostly 28.7 µM), for the others: top-dose activity change, negative = inhibition, actives largely listed as inhibitors; 320,000 tested, 6.9% active; P. falciparum luciferase reporter growth, 96 h; note: potency is the fitted concentration of half-maximal effect; % is set by controls: 0 for no effect and ±100 for the full control effect
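Two-generation exposure (96 h) targets delayed-death phenotype. Reporter parasites carrying integrated firefly luciferase, in red cells at 2% hematocrit and 0.05% parasitemia final, kept at 37 C, 5% CO2; luminescence loss indicates inhibition.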
TbPYK inhibitor: blocks Trypanosoma brucei pyruvate kinase. TbPYK enzyme, Kinase-Glo Plus ATP luminescence, 45 min. AID 624173. Potency, µM (titrated, usually from 76.8 µM), without a hit: top-dose activity, negative = inhibition, usual class: inhibitors. Q57TT1. 410,000 tested, 0.12% active; note: potency is the fitted concentration of half-maximal effect; % is set by controls: 0 for no effect and ±100 for the full control effect; nearly all actives have a fitted effect of over 50% in size
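Assay buffer: 50 mM TEA pH 7.2, 100 mM KCl, 10 mM MgCl2, 0.05% BSA, 0.01% Tween-20. Pyruvate kinase from T. brucei plus substrate met compound, then ADP (130 uM final). Luminescence was read post 45 min RT.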
CHX counter: counter-screen for Shiga toxin inhibitors: cycloheximide protein synthesis inhibition. cell reporter, cycloheximide protein synthesis inhibition counterscreen. max response, %. 300,000 tested, 12% active. AID 2314; in the data active = max response mostly above about 13%, no sharp cut-off; inactive = mostly below about 14%; note: read at 38.3 µM for the half of the compounds with a filed dose; 0% is about no effect
* hit, by the source's call; i = inactive; ? = inconclusive; . = no result given; & = joins results of further samples; [ ] = another dose, or the depositor's remark. Unless noted, calls come from the whole dose curve; as a rule, active = well fitted curve in the direction sought with a large enough effect; inconclusive = small, poorly fitted or top-dose-only effect, or another doubt; inactive = no such curve, though single readings can be large; an effect the other way counts as inactive or inconclusive.

SMILES	Shiga toxin inh	Pf growth 48h	LmPK inh	AMA1-RON2 inh	Pf growth 96h	TbPYK inhibitor	CHX counter
O=C(COc1ccc(Cl)cc1)N1CCN(C(=O)c2cccc(F)c2)CC1	-29	3%	1%	0%	.	2%	5
COC(=O)C1(CCSC)NC(c2ccccc2F)C2C(=O)N(c3ccc4c(c3)OCCO4)C(=O)C21 (centres undefined)	-11	9%	0%	8%	18%	2%	-2
C/C(=N\NC(=O)c1c(C)nc2ccccn12)c1ccc(C(C)(C)C)cc1	4	-2%	-6%	129%[activator]	13%	2%	11
O=C(CNC(=O)C1CCCCC1)NNC(=O)c1ccc(Cl)cc1Cl	-6	0%	-3%	72%[activator]	55%[activator]	11%	-2
CCOC(=O)N(NC(=O)C(O)(C(C)C)C(C)C)c1ccccc1	13	14%	10%	-3%	42%[activator]	2%	-3
COc1ccc(Cl)cc1NCCC(O)c1ccc(F)cc1 (centres undefined)	12	-3%[0.00184 µM]	1%	-8%	-9%	-1%	6
Cc1cc(C(=O)Nc2ccccc2)oc1C	121*	253%[activator]	16µM*	-4%	?	-1%	39*
N/C(=N\OS(=O)(=O)c1ccccc1)c1ccncc1	25	?	0%	0%	8.3µM*	5%	-2
CCCN(CCO)Cc1ccc(Cl)c(Cl)c1	-6	3%	-20%	?	22%	-4%	-3
COc1ccc2[nH]c3c(N4CC(C)OC(C)C4)ncnc3c2c1 (centres undefined)	-8	.	1%	2%	?	-8%	9
O=C(Nc1ccc([N+](=O)[O-])cc1)C1COc2ccccc2O1 (centres undefined)	.	?	1%	5%	27%	-2%	-4
CCCNC(=O)c1ccc(N2CCC3(CC2)CC(c2ccccc2)=NO3)c(N)c1	10	?	-1%	5%	?	-4%	-3
Cn1cc(CN2CCCC(C(=O)c3ccc(-c4ccccc4)c(F)c3)C2)cn1 (centres undefined)	4	?	3%	-14%	?	-4%	-3
Cc1ccc(S(=O)(=O)n2c(CN3CCCC(C)C3)nc3ccccc32)cc1 (centres undefined)	17	.	5%	-4%	-27%	2%	10
N#CC1=C(N)SC2(CCCCC2)SC1c1ccccc1 (centres undefined)	10	38%[activator]	-7%	42%[activator]	-21%	-17%	8
COC(=O)c1cc(S(=O)(=O)N2CCOCC2)c(Cl)cc1N1CCOCC1	4	9%	-1%	0%	.	-5%	-4
CCOc1ccc(CCNC(=O)COC(=O)c2nccnc2N)cc1OCC	.	-4%	.	36%[activator]	-9%	3%	.
CS(=O)(=O)N(Cc1ccc(C(=O)NN=C2CCCC2)cc1)c1ccccc1	-2	0%	-2%	28%	26%	-17%	-2
COc1ccccc1N1CCN(C(=O)CCNC(=O)c2ccco2)CC1	.	43%[activator]	.	-2%	37%[activator]	0%	.
CCCNC(=O)CC1C(=O)N(Cc2ccccc2)C(C)c2nc3ccccc3n21 (centres undefined)	4	-15%	-1%	3%	24%	4%	-2
CCN(CC)C(=O)Cn1cnc2ccccc2c1=O	-7	-9%	-3%	4%	21%	-11%	-3
Cc1cc2occ(CC(=O)N(C)CC(=O)Nc3cccc(F)c3)c2cc1C	-3	47%[activator]	-2%	-4%	34%[activator]	-11%	1
CC(C)N1CCc2c(sc(NC(=O)c3ccc(S(=O)(=O)N4CCOCC4)cc3)c2C#N)C1	10	-13%	-1%	1%	?	0%	-2
O=C(C1CCN(C2CC(=O)N(Cc3ccccc3)C2=O)CC1)N1CCCCCC1 (centres undefined)	-9	-3%	-6%	7%	11%	7%	9
Cc1ccc(C(=O)Nc2ccc(N3CCN(C(=O)c4cccs4)CC3)cc2)c(Cl)c1	20	9.3µM*	1%	-13%	48%[activator]	2%	5
COc1ccc(NC(=O)CCCCCn2nnc3ccccc3c2=O)cc1	-1	-22%	-3%	-14%	-17%	2%	-2
Cc1ccc(C)c(N2CCN(S(=O)(=O)c3c(C)noc3C)CC2)c1	-4	?	-2%	0%	?	-8%	-4
CCOC(=O)c1ccc(Nc2nc(C)cc(C)n2)cc1	-1	-29%[0.00184 µM]	1%	-1%	18%	2%&2%	6
CC1=NN(C(N)=S)C(=O)C1N=Nc1cccc([N+](=O)[O-])c1 (centres undefined)	3	-19%	3%	94%[activator]	479%[activator]	-5%	0
O=C(Nc1nc(-c2ccccc2)ns1)c1cccs1	68*	67%[activator]	-15%	-2%	.	0%	28*
CC(=O)N(Cc1cc2c(C)cc(C)cc2[nH]c1=O)C1CCCCC1	13	?	-3%	-1%	.	1%	-6
COc1ccccc1NC(=O)CSc1n[nH]c(-c2cccnc2)n1	-2	-7%	-1%	-11%	15%	-1%	-2
COc1ccc(NC(=O)CSc2nnc(Cn3cnc([N+](=O)[O-])n3)n2C)cc1	-8	11%	-3%	0%	16%	5%	-4
COCCNC(=S)NC1CC2CCC(C1)N2Cc1ccccc1 (centres undefined)	17	?	2%	11%	-8%	-1%	-2
O=[N+]([O-])c1ccc(-c2nnc3cccc(Cl)n23)cc1	-8	13%	0%	-6%	-7%	0%	10
COC(=O)C(NC(=O)C(C)Oc1ccccc1)C(C)C (centres undefined)	10	2%	-1%	7%	.	-5%	-2
Cc1ccc(O)c(NC(=O)c2ccco2)c1	56*	44%[activator]	-27%	-5%	.	-25%	36*
CC(=O)NC(c1ccco1)c1cc(Cl)c2ccccc2c1O (centres undefined)	.	-4%&33%	.	.	3%&65%	2%	.
CC/C(=N/NC(=O)c1ccc(Br)cc1)c1ccc(OCCN2CCOCC2)cc1	52*	4%	0%	61%[activator]	?	-5%	17
Nc1cccc(NC(=O)c2cccs2)c1	20	17%	-8%	-15%	25%	-1%	15*
CSc1ccc(CNCc2ccc3c(c2)OCO3)cc1	-8	6%	0%	-20%	24%	4%	2
C(=N\Nc1nc(-c2cccnc2)nc2ccccc12)/c1ccccc1	50*	?	-11%	35%[activator]	-22%	-11%	23*
COc1ccccc1CNC(=O)CN(C)CC(=O)Nc1cccc(F)c1	-1	-6%	2%	-4%	-19%	5%	-3
COc1cccc(N2C(=NC(=O)c3ccccc3)SC3CS(=O)(=O)CC32)c1 (centres undefined)	-10	-6%	-5%	7%	1%	-2%	-4
Cn1c(SCC(=O)NCC2CCCO2)nc2c(c1=O)SCC2 (centres undefined)	4	-13%	-6%	3%	6%	0%	-2
CCN1CCN(C(=O)c2cc3c(=O)n4ccccc4nc3s2)CC1	17	86%[activator]	0%	2%	?	0%	10
CO[C@H]1C=C2CCN(C)[C@H]2C2c3cc4c(cc3C(=O)O[C@@H]21)OCO4 (some centres undefined)	.	10%	.	3%	135%[activator]	6%	.
COc1ccc(-c2cnc[nH]2)cc1	78*	i	5%	-13%	69%[activator]	-4%	13
Cc1ccc(NC2Sc3ccccc3NC2=O)cc1Cl (centres undefined)	26	35%[activator]	6%	-7%	81%[activator]	-2%	13*
Cc1ccc(-n2nc3c(c2NC(=O)c2ccc4c(c2)OCO4)CSC3)c(C)c1	1	?	1%	13%	?	-2%	-2
O=C1CC(=O)N(c2ccc(Cl)cc2Cl)C(=O)N1	-4	29%	-3%	-4%	?	-7%	-3
CS(=O)(=O)c1ccc2nc(NC(=O)CCNC(=O)c3ccc([N+](=O)[O-])cc3)sc2c1	.	?	.	5%	0.74µM*	-15%	.
O=C(O)c1ccccc1NSc1ccccc1[N+](=O)[O-]	23	8%	3%	3%	?	3%	-3
CCC(C)C(NC(=O)C(N)CC(C)C)C(=O)NC(CCC(=O)OCc1ccccc1)C(N)=O (centres undefined)	2	.	6%	-3%	20%	-12%	-6
Cc1ccc(NC(=O)CCNC(=O)c2ccc(Br)cc2)cc1S(=O)(=O)N1CCCCCC1	.	2%	.	-24%	-2%	-7%	.
COc1ccccc1C1C=C(c2ccc(Cl)cc2)Nc2nc(N3C(=O)CCC3=O)nn21 (centres undefined)	-8	23%	-2%	29%	23%	5%	-5
COC(=O)[C@@]12CCCCN1[C@H](c1ccc(-c3ccc(C(C)=O)cc3)cc1)[C@H]1C(=O)N(C)C(=O)[C@H]12	.	?	.	-5%	-8%	-2%	.
O=C(OCC(=O)N1CCN(C(=O)c2ccco2)CC1)c1cc(-c2ccc(F)cc2)nc2ccccc12	17	.	7%	-5%	.	2%	9
CC(C)C(NC(=O)c1ccc(Cl)cc1)C(=O)NC1=NCCS1 (centres undefined)	-1	.	-4%	-13%	.	5%	-2
CN(C)C(=O)c1ccccc1Sc1ccc(Cl)cc1Cl	27	.	3%	-2%	-12%	1%	4
Following part
SMILES	Shiga toxin inh	Pf growth 48h	LmPK inh	AMA1-RON2 inh	Pf growth 96h	TbPYK inhibitor	CHX counter
O=S(=O)(NCCc1ccccn1)c1cc(Cl)cc(Cl)c1O	.	-26%	.	53%[activator]	28%	-14%	.
CCOC(=O)c1c(C)[nH]c(C)c1C(=O)CSc1nc(N)cc(N)n1	-17	4%	-2%	0%	?	-9%	-1
Cc1ccc(N2CCN(C(=O)c3nn(C)c4c3CS(=O)(=O)c3ccccc3-4)CC2)c(C)c1	-8	1%	-2%	4%	37%[activator]	2%&-1%	4
COc1ccc(NC(=O)COC(=O)CCCC2=NS(=O)(=O)c3ccccc3N2)cc1Cl	21	8%	0%	-8%	?	3%	-2
COc1ccccc1OC(=O)c1ccc2nsnc2c1	15	24%	0%	-21%	0%	-1%	9.9*
S=c1nc(C2CC2)n(-c2ccccc2)[nH]1	-1	-6%	-15%	30%[activator]	6%	?	5
Cc1nnc(NCCc2ccccc2)n(N)c1=O	9	35%[activator]	-2%	-10%	?	2%	-3
Cn1c(CN2CCCCC2)nc2cc(NC(=O)c3ccc(Cl)cc3)ccc21	27*	?	-4%	21%	-7%	-11%&-1%	2
O=C(CSc1ncnc2sc3c(c12)CCC3)Nc1ccccc1C(=O)O	-8	0%	8%	-10%	18%	0%	-2
CCN(CC(=O)Nc1c(F)cccc1F)C(=O)c1ccc(Cl)c(S(=O)(=O)N2CCCC2)c1	.	?	.	3%	?	3%	.
Cc1c(N/C=C/C(=O)c2cccs2)c(=O)n(-c2ccccc2)n1C	-10	?	-5%	27%	-17%	-2%	-2
COc1cccc(NC(=S)NNC(=O)c2c([N+](=O)[O-])c(C)nn2C)c1	16	15%	0%	55%[activator]	0%	-13%	-2
CCc1ccc(C(=O)CN2C(=O)NC3(CCCCCC3)C2=O)cc1	.	36%[activator]	.	18%	20%	4%	.
CCOC(=O)C1(Cc2cccc(F)c2)CCN(Cc2ccon2)CC1	-9	10%	-2%	-1%	?	4%	-1

Entries of single compounds from above:
Shown for O=C1CC(=O)N(c2ccc(Cl)cc2Cl)C(=O)N1 → Shiga toxin inh = -4; Pf growth 48h = 29%; LmPK inh = -3%; AMA1-RON2 inh = -4%; Pf growth 96h = ?; TbPYK inhibitor = -7%; CHX counter = -3
Shown for O=C(CSc1ncnc2sc3c(c12)CCC3)Nc1ccccc1C(=O)O → Shiga toxin inh = -8; Pf growth 48h = 0%; LmPK inh = 8%; AMA1-RON2 inh = -10%; Pf growth 96h = 18%; TbPYK inhibitor = 0%; CHX counter = -2
